Screening data: PubChem BioAssay, National Center for Advancing Translational Sciences (NCATS)
ALOX15B inhib: qHTS Assay for Inhibitors of 15-hLO-2 (15-human lipoxygenase 2); Polyunsaturated fatty acid lipoxygenase ALOX15B (Homo sapiens), O15296; purified 15hLO-2, xylenol orange hydroperoxide absorbance; Potency, µM (titrated, usually from 57.1 µM), inactives show at the top dose activity change, negative = inhibition, most hits filed as inhibitors; 110,000 compounds, 0.56% hits; further: potency means the concentration at half of the fitted maximal effect; nearly all actives have a fitted effect of over 60% in size; many of its hits are not listed in these tables
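Read-out: hydroperoxide product oxidises ferrous iron, measured as xylenol orange complex via the 573-to-405 nm absorbance ratio after 30 min. Reaction: 50 nM enzyme, 15 min compound preincubation, 45 uM arachidonic acid, 90 min RT, Hepes pH 7.5 with Triton X-100.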
ALOX12 inhib: qHTS Assay for Inhibitors of 12-hLO (12-human lipoxygenase); Polyunsaturated fatty acid lipoxygenase ALOX12 (Homo sapiens), P18054; purified 12-hLO, xylenol orange hydroperoxide absorbance; Potency, µM (top dose mostly 57.1 µM), for the others: top-dose activity change, negative = inhibition, usual class: inhibitors; 150,000 compounds, 0.12% hits; AID 1452, 2008; further: potency means the concentration at half of the fitted maximal effect; nearly all actives have a fitted effect of over 55% in size; many of its hits are not listed in these tables
Target sequence (P18054 whole entry, looked up): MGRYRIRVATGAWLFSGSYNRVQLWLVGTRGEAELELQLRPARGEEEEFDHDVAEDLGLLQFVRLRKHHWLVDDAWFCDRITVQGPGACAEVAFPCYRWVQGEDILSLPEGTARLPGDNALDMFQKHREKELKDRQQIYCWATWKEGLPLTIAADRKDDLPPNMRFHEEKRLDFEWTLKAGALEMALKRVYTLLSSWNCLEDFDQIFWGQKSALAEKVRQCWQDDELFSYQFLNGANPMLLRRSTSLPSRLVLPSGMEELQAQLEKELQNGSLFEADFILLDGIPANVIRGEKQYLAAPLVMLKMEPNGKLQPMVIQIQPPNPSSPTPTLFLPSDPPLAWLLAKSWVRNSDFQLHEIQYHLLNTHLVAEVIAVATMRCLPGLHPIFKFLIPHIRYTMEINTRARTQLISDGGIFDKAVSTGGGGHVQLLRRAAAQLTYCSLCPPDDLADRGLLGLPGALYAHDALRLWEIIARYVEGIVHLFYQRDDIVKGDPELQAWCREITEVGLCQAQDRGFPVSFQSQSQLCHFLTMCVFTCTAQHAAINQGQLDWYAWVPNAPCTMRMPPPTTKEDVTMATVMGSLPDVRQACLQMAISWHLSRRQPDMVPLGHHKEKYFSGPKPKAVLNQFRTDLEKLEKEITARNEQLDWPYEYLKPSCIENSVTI
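Purified human 12hLO (150 nM final) was preincubated with compounds for 15 min at room temperature in 25 mM Hepes pH 7.0, 0.01% Triton X-100, then reacted with 40 uM arachidonic acid for 30 min. Hydroperoxide was detected with ferrous iron/xylenol orange.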
IMPase inh: qHTS Assay for Identifying the Cell-Membrane Permeable IMPase Inhibitors; Inositol monophosphatase 1 (Rattus norvegicus), P97697; 120,000 tested, under 10 active; inhibition (IP1 accumulation), % at 46.1 µM; CHO-M1 cells, IP1 accumulation, HTRF TR-FRET ratio; active means well fitted curve in the direction sought with a large enough effect in the signal ratio, not every such curve was filed as active; inconclusive means small, poorly fitted or top-dose-only effect, or a change in a side signal; inactive means no such curve, though single readings can be large or run the other way; the % refers to the signal ratio;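 further: cells stimulated with carbachol in lithium chloride buffer; plate controls were DMSO basal wells for no effect and reference inhibitor wells for full effect; higher means more IMPase inhibition seen as more IP1 and lower FRET ratio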
Target sequence (P97697 whole entry, looked up): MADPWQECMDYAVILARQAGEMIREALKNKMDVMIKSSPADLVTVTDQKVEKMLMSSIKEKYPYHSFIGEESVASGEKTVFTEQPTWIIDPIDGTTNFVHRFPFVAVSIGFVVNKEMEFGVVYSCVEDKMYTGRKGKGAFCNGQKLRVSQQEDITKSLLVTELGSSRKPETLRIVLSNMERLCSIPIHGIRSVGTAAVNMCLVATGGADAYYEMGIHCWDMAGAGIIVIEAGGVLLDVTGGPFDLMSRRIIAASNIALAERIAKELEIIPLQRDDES
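CHO-M1, 2000 cells/well, cultured 16–30 h; cpd up to 46 uM; carbachol (50 uM solution, stimulation buffer w/ 50 mM LiCl, pH 7.4), 30 min 37C; IP-One TR-FRET, 10 min RT; Ex 320/Em 665, 620; Hill-fit AC50.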
PNC assembly inh: High Content Assay for Compounds that inhibit the Assembly of the Perinucleolar Compartment | AID 2417, 2010 | PC3M PTB-GFP, PNC prevalence imaging, 16 h; stronger effect = lower value | activity change (PNC), negative = inhibition, % at 10 µM | 140,000 compounds, 3.1% hits;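 active means readout at or below -70, meaning at least 70% loss of cells showing the perinucleolar compartment, a nuclear body marking cancer cells; inconclusive means readout between -30 and a set limit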;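 further: plate controls were DMSO wells for no effect and camptothecin positive control wells for full effect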
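Compounds are pinned in duplicate onto adhered PC3M cells stably expressing GFP-tagged PTB and incubated 16 h at 37 C. Cells are then fixed, nuclei stained with Hoechst, and PNC-positive cells counted.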
* hit, by the source's call; u = inconclusive; x = not tested or not shown; [ ] = dose if it differs, or a comment. Unless noted, the call rests on the fitted dose curve; in most records, active means well fitted curve in the direction sought with a large enough effect; inconclusive means small, poorly fitted or top-dose-only effect, or another doubt; inactive means no such curve, though single readings can be large; an effect the other way counts as inactive or inconclusive. Unless noted, on the % scale 0 is the no-effect control and ±100 the full control effect. Some of the compounds tested; the hit share may differ from the screen's.

ALOX15B inhib	ALOX12 inhib	IMPase inh	PNC assembly inh	smiles
x	-4.7%	6.9	9.7	CCOc1ccccc1NC(=O)COC(=O)C(CC(C)C)N1C(=O)C2CC=CCC2C1=O (stereo not given)
x	-6.6%	13.8	-9.2	CC(C)Cc1csc(NC(=O)c2ccc(Cl)cc2)c1C(=O)O
-5.1%	2.7%	3.7	27.0	CN(CC(=O)N1CCc2ccccc21)S(=O)(=O)c1cccc2cccnc12
-5.3%[0.0915 µM]	-3.5%[0.00818 µM]	x	x	C=CCC1CCC(=O)N2CCCC12 (stereo not given)
-3.3%	1.1%	2.3	22.4	CCOC(=O)C1CCCN(C(=O)c2cn(C)c3ccc(S(=O)(=O)N(C)C)cc3c2=O)C1 (stereo not given)
4.8%[11.4 µM]	-0.6%	-3.5[1.84 µM]	u	CCn1c(CS(=O)Cc2ccc(Cl)cc2Cl)nnc1SCc1c(Cl)cccc1Cl (stereo not given)
1.8%	-0.8%	-3.0	u	O=C(CSC1=NC(=O)C(c2ccccc2)C(=O)N1)Nc1ccccc1Cl (stereo not given)
1.1%	5.0%	3.7	24.2	Cc1[nH]c(=O)[nH]c(=O)c1/C=N/NC(=O)[C@H](CC(C)C)NC(=O)OC(C)(C)C
-2.5%	0.5%	x	x	CC1(C)Oc2ccc3ccc(=O)oc3c2CC1O (stereo not given)
-9.7%	-8.0%	8.7	15.4	CN1C(=O)C(=C2CCCCCC2)SC1=S
3.6%	4.7%	-2.3	-23.3	O=C(COC(=O)CCC(=O)Nc1nccs1)NCc1ccco1
-7.5%	-11.8%	2.2	u	COc1ccc(F)c(C2C(C#N)=C(N)Oc3n[nH]c(C(C)(C)C)c32)c1 (stereo not given)
3.2%	0.2%	2.9	u	O=C(OCC(=O)N1CCCCCC1)c1cccs1
4.4%	4.1%	-0.8	u	Fc1ccc(-c2cc(C(F)(F)F)nc(-n3cncn3)n2)cc1
-4.1%	9.9%	0.7	10.5	CCN(CC)S(=O)(=O)c1cc(C(=O)O)c(Cl)cc1Cl
x	4.9%	x	62.2	O=C(/C=C/c1cccc(F)c1)N1CCc2ccccc21
24.6%	-15.6%	9.0	-100.0*	CCCn1c(C(O)c2ccc3c(c2)OCO3)nc2ccccc21 (stereo not given)
8.3%	0.9%	5.9	21.0	COc1cc(OC)cc(-c2cc(N)n(S(=O)(=O)Cc3ccccc3)n2)c1
1.5%	-4.2%	-0.3	-28.7	Cc1ccc(C)c(C(=O)C(C)OC(=O)c2cccn2C)c1 (stereo not given)
12.9%	-7.2%	5.6	43.1	CC(Oc1ccc(Cl)cc1Cl)c1nc(-c2ccc(NC(=O)c3ccco3)cc2)no1 (stereo not given)
-11.1%[11.4 µM]	-13.9%[11.4 µM]	x	x	O=c1oc2ccccc2c(O)c1/C=N/c1nc(-c2ccc(O)c(O)c2)cs1
x	0.9%	1.6	97.0	O=C(N/N=C/c1ccc(Cl)cc1Cl)C1CCN(c2ncc(C(F)(F)F)cc2Cl)CC1
-14.7%	u	7.7	u	COc1ccc(Nc2cccccc2=O)cc1
-9.3%	-6.4%	5.4	23.8	CCCSc1nnc(-c2cnn(-c3ccccc3)c2-n2cccc2)n1C
x	-15.4%	x	17.2	NS(=O)(=O)c1ccc(N2N=C(c3ccccc3)CC2c2cccc(F)c2)cc1 (stereo not given)
x	0.7%	x	u	O=C(Cc1cccc2ccccc12)NCCC1=CCCCC1
-1.0%	-5.5%	x	x	COC(=O)[C@@]1(Cc2ccccc2)[C@H]2c3cc(C(=O)N4CCCC4)[nH]c3C[C@H]2CN1C(=O)c1ccccc1
-0.2%	3.5%	4.4	19.6	COc1cc(C2SCC(=O)N2c2nnc(C34CC5CC(CC(C5)C3)C4)s2)cc(OC)c1OC (stereo not given)
x	-15.4%	x	-0.9	O=C(Nc1cccc(F)c1)c1ccc(-c2ccccc2Cl)o1
-12.6%	-6.3%	-3.8	44.6	N=C1C(c2nc(-c3ccc(F)cc3)cs2)=C(O)CN1Cc1ccc(Cl)cc1
-2.5%[11.4 µM]	1.8%[11.4 µM]	x	x	C[C@H]1CCCC=CC2C[C@H](OC(=O)CN(C)C)C[C@@H]2[C@@H](O)/C=C\C(=O)O1 (stereo not given in full)
-1.2%	0.4%	9.2	10.8	COC(=O)c1ccc(Cn2nc(C)c(Cl)c2C)o1
x	0.8%	x	9.2	Cc1cccc(NC(=O)CCC(=O)OCC(=O)c2ccc(Oc3ccc([N+](=O)[O-])cc3)cc2)c1
-1.1%	2.4%	2.2	4.6	COc1ccc(Cn2c(SCC(=O)NCc3ccco3)nc3ccsc3c2=O)cc1
4.0%	-6.6%	3.2	-20.2	CCOC(=O)CSc1nc2ccccc2c(=O)n1CCCCCC(=O)NCc1ccco1
x	0.5%	-11.5	-17.9	CN1CCN(/N=C/c2cccc(Cl)c2Cl)CC1
41.9%[activator]	-5.6%	8.9	u	O=c1cc(CN2CCN(C/C=C/c3ccccc3)CC2)c2cc(O)ccc2o1
x	3.0%	x	7.6	Cc1nn(C)cc1NC(=O)Cn1nc(C(F)(F)F)cc1C1CC1
-1.5%	2.8%	-0.6	-12.6	CCn1nccc1C(=O)Nc1nccs1
2.0%	-1.5%	18.5	-22.1	O=C(Nc1ccc(Oc2cccc3ccccc23)cc1)c1ccco1
x	-4.1%	x	51.3	CCc1cc(=O)oc2cc(OCC=C(C)C)ccc12
x	0.5%	x	u	COc1ccc(Nc2ccc(N3C(=O)CCCC3=O)cc2[N+](=O)[O-])c(OC)c1
-2.5%	-5.4%	2.0	2.3	Cc1nc(=O)c(-c2ccccc2)c(C)n1-c1ccc(O)cc1
-16.5%	-16.3%	-0.8	39.5	CCN(CC)N=Nc1[nH]nc2nc(C)cc(C)c12
-4.6%	9.0%	2.9	16.8	CCOC(=O)c1c(C)c(C(=O)N2CCN(C(=O)c3ccco3)CC2)c(C)n1C
x	0.0%	4.1	-11.4	O=C1C=C(NCc2ccc(Cl)cc2)CCC1
-1.5%	0.8%	1.6	0.9	Cc1ccc(N2CCCCn3c2nc2c3c(=O)n(CC(=O)O)c(=O)n2C)cc1
16.1%	6.4%	14.6	21.5	O=C(OCCN1CCCC1)C1(c2ccccc2)CCCC1
x	2.4%	x	-4.4	COC(=O)c1nnn(CC(=O)NC(=O)Nc2ccc(F)cc2)c1C(=O)OC
x	3.2%	4.3	64.8	CN(Cc1ccccc1)S(=O)(=O)c1ccc(Cl)nc1
5.1%[11.4 µM]	-2.7%	-5.2[1.84 µM]	u	Cc1ccc(-c2csc3ncnc(SCC(=O)Nc4nnc(C)s4)c23)cc1
-7.7%[11.4 µM]	-0.8%	-1.6[1.84 µM]	28.5	O=C1C2CC=C(Cl)CC2C(=O)N1CCc1c[nH]c2ccccc12 (stereo not given)
5.1%	-3.4%	11.8	u	CCCCn1c(SCC(=O)N2CCC(C)CC2)nc2cc(S(N)(=O)=O)ccc21
x	1.9%	13.0	243.1	CCCCOC(=O)Nc1nccs1
x	-1.8%	x	u	Cc1ccc(C)c(S(=O)(=O)NCc2ccc(C(=O)N3CCCCCC3)cc2)c1
u	u	3.1	-16.2	O=C1c2ccccc2C2=Nc3ccccc3SC(c3ccccc3F)C12 (stereo not given)
x	-0.9%	x	60.9	O=C1CCCc2c1cc(-c1ccccc1)n2-c1ccc(O)cc1
5.7%	1.7%	-4.4	34.2	CCOC(=O)Cc1c(C)nc2c(C#N)c[nH]n2c1=O
x	2.7%	-6.8	u	Cc1ccc(O)c(CNn2cnnc2)c1
2.5%	-0.1%	-0.9	33.7	Cc1cc(C)nc(-n2nc(C)c(Br)c2Nc2ccc(Br)cc2)n1

Compound profiles (already shown). Screens in order: ALOX15B inhib | ALOX12 inhib | IMPase inh | PNC assembly inh
COc1ccc(Nc2ccc(N3C(=O)CCCC3=O)cc2[N+](=O)[O-])c(OC)c1 is listed as x | 0.5% | x | u
O=C(OCCN1CCCC1)C1(c2ccccc2)CCCC1 is listed as 16.1% | 6.4% | 14.6 | 21.5
COC(=O)c1nnn(CC(=O)NC(=O)Nc2ccc(F)cc2)c1C(=O)OC is listed as x | 2.4% | x | -4.4

(cont.)
ALOX15B inhib	ALOX12 inhib	IMPase inh	PNC assembly inh	smiles
0.9%	-8.9%	8.2	u	Oc1oc(-c2ccco2)nc1C=Nc1cccc(Cl)c1
36.6%[activator]	-1.9%	6.7	23.2	COc1ccccc1-n1cnc2cc(NS(=O)(=O)c3ccccc3)ccc21
0.8%	-4.3%	13.3	1.6	Cc1cccc2cc(C(c3nnnn3CC3CCCO3)N3CCOCC3)c(=O)[nH]c12 (stereo not given)
-10.2%	-5.7%	u	-18.3	CCCSc1nnc(Cc2cc(=O)[nH]c(=O)[nH]2)n1-c1cc(C)ccc1C
x	-3.9%	x	u	CCOc1ccc(CCNc2cc(C)nc3ncnn23)cc1OCC
-18.1%	1.9%	8.4	31.1	Fc1ccc(CN2CCCCCCC2)cc1
9.0%	-13.5%	u	51.3	CCOC(=O)CSc1nncc2ccc(OC)c(OC)c12
2.1%	-2.2%	1.4	13.4	CCOC(=O)c1cnn(-c2cc(Oc3ccccc3)ncn2)c1N
20.4%	-10.4%	-2.4	u	Cn1c(=O)[nH]c(=O)c2c1nc(SCCN1CCCCC1)n2CCCc1ccccc1
51.6%[activator]	-12.7%	-5.3	38.5	Cc1cccn2c(=O)c3cc(C(=O)NCCc4ccccc4)c(=N)n(CCCn4ccnc4)c3nc12
4.1%	-2.9%	0.2	22.8	CC1CCCCN1C(=O)c1ccc(S(=O)(=O)N2CCCCC2C)cc1 (stereo not given)
x	-0.8%	-3.1	-17.7	CCn1c2ccccc2c2cc(NC(=O)COC(=O)c3ccccc3Br)ccc21
x	-1.1%	x	-27.6	COc1ccc(CCN2C(=O)CC(NNC(=O)c3cccc(O)c3)C2=O)cc1 (stereo not given)
-3.9%	-18.5%	-1.0	-10.4	CCCC1OC23CCCCC2C(C#N)(C(=N)O3)C1(C#N)C#N (stereo not given)
5.1%	-0.2%	-5.2	19.2	O=C1CC(Cc2ccc(Cl)cc2)C(=O)N1c1ccccn1 (stereo not given)
-3.2%[11.4 µM]	-2.5%[11.4 µM]	x	x	CC(=O)[C@]1(O)CC[C@@H]2[C@H]3C[C@@H](C)C4=CC(=O)CC[C@@]4(C)[C@H]3[C@@H](O)C[C@]21C
-4.5%	3.7%	7.9	-17.1	Cc1cccc(C(=O)Nc2cc(C)ccc2NC(=O)COc2ccccc2)c1
1.7%	-5.7%	3.0	21.0	CCCCNC(=O)Cn1c2c(c(-c3ccccc3Cl)cc1=O)CCC2
8.9%	12.0%	0.2	47.0	CCN(CC)CCNC(=O)Cn1nc(-c2ccc(C)cc2)ccc1=O
-5.6%	-23.1%	-2.2	31.5	Cc1ccc(-c2cc(N)n(-c3ccc(C)cc3)n2)cc1
x	1.0%	x	4.0	COC(=O)c1sccc1NC(=S)Nc1ccc(F)cc1
22.0%	-1.4%	-6.1	46.7	C=CCc1cc(Cl)ccc1OCCN(C)C
-2.8%	8.0%	6.8	70.9	O=C(Nc1nccs1)C1CC(=O)N(c2ccccc2Cl)C1 (stereo not given)
-2.0%	0.9%	-6.9	11.8	CC1(c2ccc(Cl)cc2)NC(=O)N(CC(=O)N2CCCC2)C1=O (stereo not given)
-20.6%	-9.3%	11.8	-14.2	CCOC(=O)CC(=O)CSc1ccc2nnc(-c3cccc(F)c3)n2n1
